Screening data from PubChem.
GLD-1 RNA inh: GLD-1/TGE RNA complex disruptors, primary screen, biochemical, fluorescence polarization; hit rate 0.44% among 320,000; AID 2280, 2010; purified GLD-1 + fluorescein TGE RNA; inhibition, % at 5.96 µM; Female germline-specific tumor suppressor gld-1 (Caenorhabditis elegans), Q17339;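 active means percent inhibition above a per-plate cutoff, the plate mean of test compounds plus 3 SD, cut at about 30% in these data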;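 further: 0% = DMSO wells with GLD-1 and probe and 100% = wells lacking GLD-1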
PME-1 inh: PME-1 inhibitors via competitive probe labeling, primary screen, biochemical, fluorescence polarization, FP-Rh probe, HTS | recombinant PME-1 | Protein phosphatase methylesterase 1 (Homo sapiens), Q9Y570 | hit rate 0.53% among 320,000 | inhibition, % at 5.9 µM;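 active means inhibition above the campaign mean of all compounds plus 3 SD, cut at about 26% in these data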;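 further: competitive labeling of PME-1 active site by serine hydrolase directed probe; 0% = PME-1 with DMSO and 100% = wells lacking PME-1 enzyme; inhibitors block probe labeling so polarization falls and inhibition rises; many of its hits are not listed in these tables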
Target sequence (Q9Y570 whole entry, looked up): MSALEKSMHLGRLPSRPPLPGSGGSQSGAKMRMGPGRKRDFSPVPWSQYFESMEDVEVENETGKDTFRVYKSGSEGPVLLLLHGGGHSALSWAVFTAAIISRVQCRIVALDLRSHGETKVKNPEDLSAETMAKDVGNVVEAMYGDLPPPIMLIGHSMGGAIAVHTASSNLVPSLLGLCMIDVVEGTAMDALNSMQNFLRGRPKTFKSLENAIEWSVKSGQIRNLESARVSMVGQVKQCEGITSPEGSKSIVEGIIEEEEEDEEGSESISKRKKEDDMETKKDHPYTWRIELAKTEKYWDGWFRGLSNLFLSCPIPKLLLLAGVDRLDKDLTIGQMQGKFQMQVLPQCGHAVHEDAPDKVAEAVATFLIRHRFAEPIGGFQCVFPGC
MEX-5 binding: MEX-5 zinc finger RNA-binding disruptors – biochemical, C. elegans, fluorescence polarization, MLPCN library, primary screen; MEX-5/FITC-TCR2 RNA binding; hits give low values; activity score (negative = inhibition of binding), % at 10 µM; hit rate 0.38% among 300,000; AID 1832, 2009;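 active means inhibition past about -25% in most replicates, and total fluorescence under double the plate's negative control median, limit read from the data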;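 further: 0% = DMSO and -100% = 5 µM competing unlabeled TCR2 RNA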
Bcl-xL primary: inhibitors of human Bcl-xL, primary screen, biochemical, fluorescence polarization, HTS | GST-Bcl-xL / FITC-Bim BH3 peptide fluorescence polarization | inhibition, % at 10.9 µM | hit rate 0.7% among 320,000 | AID 2129, 2009;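 active means inhibition above the mean of all tested compounds plus 3 SD, cutoff set per campaign, cut at about 30% in these data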;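 further: 0% = DMSO wells and 100% = unlabeled Bim-BH3 peptide competitor; inhibitors lower millipolarization by displacing the labeled peptide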
MCL1-BIM inh: inhibitors of MCL1 binding to BIM-BH3, primary screen, biochemical, fluorescence polarization; Induced myeloid leukemia cell differentiation protein Mcl-1 (Homo sapiens), Q07820; GST-MCL1 / FITC-Bim-BH3 fluorescence polarization; inhibition, % at 10.9 µM; hit rate 0.68% among 320,000; AID 2057, 2009;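 active means inhibition above the mean inhibition of all tested compounds plus 3 SD, set per campaign, cut at about 40% in these data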;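 further: 0% = DMSO wells and 100% = unlabeled Bim-BH3 peptide control; higher means more loss of mP so more displacement of Bim peptide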
Fam108B inh: mouse Fam108B serine hydrolase inhibitors, primary screen, counter-screen for RBBP9 inhibitor project, biochemical, fluorescence polarization | inhibition, % at 9.51 µM | hit rate 0.33% among 300,000 | recombinant Fam108B, FP-Rh probe fluorescence polarization;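 active means inhibition above the screen mean inhibition plus 3 SD, computed separately per campaign, cut at about 18% in these data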;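 further: inhibitors lower polarization as less probe binds the enzyme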
TPT1 inhibitor: Candida albicans TPT1 enzyme inhibitors, primary screen, biochemical, fluorescence polarization. inhibition, % at 5 µM. AID 1962, 2009. hit rate 0.81% among 300,000. tRNA 2'-phosphotransferase TPT1 (Candida albicans SC5314). recombinant caTPT1, FP RNA substrate dephosphorylation;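 active means inhibition above the mean of all tested compounds plus 3 SD, set per screening campaign, cut at about 24% in these data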;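 further: plate controls were DMSO alone for no effect and ferristatin control at 100 nM for full effect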
PAD4 FP inh: human PAD4 inhibitors, primary screen, biochemical, fluorescence polarization, 1536-well format; inhibition, % at 6.36 µM; recombinant PAD4, RCA probe fluorescence polarization; AID 485272, 2010; hit rate 0.41% among 330,000;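 active means percent inhibition above a cutoff equal to the mean of all tested compounds plus 3 SD, cut at about 15% in these data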;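 further: 0% = PAD4 with RCA probe and DMSO and 100% = probe without PAD4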
Target sequence (Q9UM07 whole entry, looked up): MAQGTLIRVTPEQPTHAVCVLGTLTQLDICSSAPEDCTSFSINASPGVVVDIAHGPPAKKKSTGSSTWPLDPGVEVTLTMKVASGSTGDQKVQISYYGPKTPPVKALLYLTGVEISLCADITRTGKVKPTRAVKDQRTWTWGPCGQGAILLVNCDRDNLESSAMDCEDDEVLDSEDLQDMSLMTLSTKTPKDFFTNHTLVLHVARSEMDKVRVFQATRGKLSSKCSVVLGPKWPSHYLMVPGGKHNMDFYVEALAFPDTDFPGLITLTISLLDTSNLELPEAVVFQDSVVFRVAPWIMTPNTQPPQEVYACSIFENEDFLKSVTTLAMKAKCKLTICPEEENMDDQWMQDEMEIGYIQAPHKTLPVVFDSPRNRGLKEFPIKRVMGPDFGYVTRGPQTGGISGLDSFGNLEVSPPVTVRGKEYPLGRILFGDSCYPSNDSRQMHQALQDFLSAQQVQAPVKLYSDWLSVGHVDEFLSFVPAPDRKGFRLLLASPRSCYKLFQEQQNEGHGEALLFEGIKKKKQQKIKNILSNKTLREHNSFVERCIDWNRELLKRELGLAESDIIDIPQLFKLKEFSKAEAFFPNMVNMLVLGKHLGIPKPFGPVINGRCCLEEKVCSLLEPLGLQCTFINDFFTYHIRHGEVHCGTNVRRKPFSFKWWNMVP
GSTO1 counter: inhibitors of recombinant GSTO1, primary screen, counter-screen for RBBP9 inhibitor project, biochemical, fluorescence polarization | activity-based probe fluorescence polarization | inhibition, % at 5.96 µM | hit rate 1.1% among 300,000 | AID 1974, 2009;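 active means inhibition above the campaign mean inhibition plus 3 SD, cut at about 35% in these data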;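 further: 0% = GSTO1-1 with DMSO and 100% = wells lacking GSTO1-1 enzyme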
Numbers without * were called inactive; x = not tested or not shown. Only part of the results is shown; count on the stated rates, not on these rows.

SMILES	GLD-1 RNA inh	PME-1 inh	MEX-5 binding	Bcl-xL primary	MCL1-BIM inh	Fam108B inh	TPT1 inhibitor	PAD4 FP inh	GSTO1 counter
O=C(O)C1CCN(C(=O)c2cc(F)cc3c2OCOC3)CC1	0	-3	-5.8	7	10	-5	-2	1	-1
COc1ccc(OC)c(Cc2nnc(CCC(=O)N3CCC(N4CCCCC4)CC3)o2)c1	0	0	-1.3	7	9	2	-4	-2	1
CC(=O)c1c(C)oc2ccc(NS(=O)(=O)c3ccc(F)cc3C)cc12	-2	6	-0.5	-1	-1	-5	1	-4	3
CC(C)(C)c1ccc(C(=O)NC(=S)N2CCCC2)cc1	-3	1	-2.1	2	10	1	-2	1	12
CCn1nccc1C(=O)Nc1ccc(Cl)c(Cl)c1	-3	-12	-1.4	5	9	-4	0	0	2
CCOC(=O)c1sc(=S)n(C)c1NC(=O)c1ccccc1C	2	-2	0.8	7	5	3	0	-4	0
COc1ccccc1/C=C/C=N/Nc1cccc(C(=O)O)c1	11	-3	-0.7	2	0	3	2	-8	11
CCCC(NC(=O)CNC(=O)C(C)(C)C)C(=O)O (configuration not stated)	8	-2	1.6	0	4	-2	0	-1	5
Cc1ccc2c(c1)C(c1ccccc1)N(C(=O)c1ccc(F)cc1)CC(=O)N2 (configuration not stated)	1	1	-0.5	2	0	5	0	1	6
CC(C)=CC(=O)OCC(=O)Nc1ccc(F)cc1Cl	-7	-5	-1.7	3	8	5	-3	-2	3
Clc1ccc(Cl)c(OCCCCN2CCCCC2)c1	1	0	1.5	4	14	-1	-3	-1	-3
COC(=O)Cc1c(C)nc2nc(-c3ccc(OC)cc3)[nH]n2c1=O	-7	5	2.4	-3	-4	-4	2	-5	-1

The final two compounds of the section above are carried over, then new ones follow:
SMILES	GLD-1 RNA inh	PME-1 inh	MEX-5 binding	Bcl-xL primary	MCL1-BIM inh	Fam108B inh	TPT1 inhibitor	PAD4 FP inh	GSTO1 counter
Clc1ccc(Cl)c(OCCCCN2CCCCC2)c1	1	0	1.5	4	14	-1	-3	-1	-3
COC(=O)Cc1c(C)nc2nc(-c3ccc(OC)cc3)[nH]n2c1=O	-7	5	2.4	-3	-4	-4	2	-5	-1
C=CCNC(=S)N/N=C/c1ccc(C)c([N+](=O)[O-])c1	-6	6	x	7	7	9	3	1	-17
O=C(O)C1CCN(c2ccc([N+](=O)[O-])cc2[N+](=O)[O-])CC1	4	1	1.2	10	9	4	-2	0	-5
Cc1ccc(/C=C2\SC(=S)N(CCCC(=O)Nc3nccs3)C2=O)cc1	0	2	-0.4	5	8	0	-2	1	6
COCCn1c(SCC(=O)Nc2sccc2C(N)=O)nnc1-c1ccncc1	0	-11	x	10	6	13	0	-4	1
O=C(CN=C1NS(=O)(=O)c2ccccc21)OCC(=O)c1cc(F)ccc1F	2	-1	0.3	3	8	-2	-3	-1	6
O=C(CN1CCN(Cc2cccc(Cl)c2)C1=O)NCc1ccccn1	0	2	-0.2	2	9	-1	-3	1	-1
CC1=CCC2C(=O)N(c3ccc(S(N)(=O)=O)cc3)C(=O)C2C1 (configuration not stated)	-7	4	1.0	1	-2	5	-3	-2	8
COc1ccc(C(=O)NCC(=O)OCC(=O)NC2CCCC2)cc1	6	-19	-1.1	1	-3	-2	0	-2	4
CCn1c(C(O)c2cc(OC)ccc2OC)nc2ccccc21 (configuration not stated)	0	6	-0.8	-2	-9	7	1	2	1
CC1C(=O)NN=C1C(=O)N/N=C\c1ccc(O)cc1O (configuration not stated)	-1	-4	-62*	5	8	4	3	-3	3
CCOc1cc(C(c2c(C)[nH][nH]c2=O)c2c(C)[nH][nH]c2=O)cc(Br)c1OC	-3	4	-1.1	8	11	7	0	-13	19
O=C(Cn1[nH]c(=O)c2ccccc2c1=O)Nc1ccc2c(c1)CCC2	-6	-2	0.3	-4	-7	-6	13	-5	2
O=[N+]([O-])c1ccccc1S(=O)(=O)N1CCN(c2ccccc2)CC1	-3	9	0.9	3	5	2	-4	-1	-1
CC(Cl)C(=O)c1c[nH]c2ccccc12 (configuration not stated)	-13	0	-0.3	5	34	0	0	4	37*
C/C(=N\NS(=O)(=O)c1ccc(Br)cc1)c1ccc(-n2ccnc2)cc1	5	6	x	5	-1	x	x	6	x
Cn1c(=O)c2[nH]c(N=Nc3ccc(N)cc3N)nc2n(C)c1=O	0	-6	-4.6	2	7	0	0	-2	26
CN(c1ccc(OCC(=O)OCC(=O)Nc2ccccc2)cc1)S(=O)(=O)c1ccc(F)cc1	4	4	2.7	5	6	1	-5	3	6
CCOC(=O)C1(CCCc2ccccc2)CCN(C(=O)CCN2CCCCC2=O)CC1	2	2	-0.9	2	-7	1	-6	-3	8
c1coc(CNc2c3c(nc4ncnn24)CCCC3)c1	4	2	-1.7	5	10	1	-4	4	2
NC(=O)C1(NC(=O)[C@@H]2CC3(CC(c4cccc(NC(=O)[C@@H]5CCC(=O)N5)c4)=NO3)CN2C(=O)c2cnccn2)CC1 (some centres not stated)	2	1	-0.7	1	-8	0	-2	-2	5
CC(NCc1cccs1)c1ccccc1 (configuration not stated)	1	-5	1.5	5	6	3	0	-1	7
O=C(O)COc1ccc2occ(C(=O)c3ccccc3)c2c1	3	-1	0.5	3	-2	-3	-3	-1	3
O=C(NCc1ccncc1)C(=O)NCC1OCCN1S(=O)(=O)c1ccc(Cl)cc1 (configuration not stated)	1	0	-0.4	3	2	-2	1	1	0
CCCCC(=O)Nc1ccc(C(=O)Nc2cccnc2)cc1	6	-3	-2.1	2	4	-5	-2	0	-3
Cc1ccc(-n2nc3c([n+]2[O-])CCc2c-3no[n+]2[O-])cc1	5	6	-1.2	4	8	-2	-1	3	20
COc1cc(OC)c(C2SCCCS2)cc1OC	7	-1	0.1	4	8	2	0	6	4
O=C(CN1CCOCC1)Nc1ccc(Cl)cc1	0	0	1.7	2	4	-6	-2	0	2
COCCNC(=O)c1ccccc1NC(=O)c1ccccc1N(C)S(C)(=O)=O	-5	6	-0.7	-5	-4	-4	0	0	1
Cc1cccc(N2CCN(C(=O)c3cc4c(=O)[nH]c5ccccc5c4n3C)CC2)c1C	-4	3	0.5	-1	8	-2	-7	-5	2
CC1(C)N=C2C(=[N+]1[O-])CCC/C2=N\O	-2	-6	2.2	4	10	-1	-3	4	-2
Cc1ccc(S(=O)(=O)Nc2cccc3ncccc23)cc1	3	-4	1.5	0	2	-2	0	2	0
O=C(N/N=C/c1ccccc1F)c1csc2c1CCCC2	3	-16	4.2	-3	3	-1	-2	-4	1
N#CCOC(=O)c1cc(S(=O)(=O)N2CCCCC2)ccc1N1CCOCC1	4	7	x	4	2	x	x	5	x
O=C(O)c1ccc(-n2cccn2)c([N+](=O)[O-])c1	3	0	0.2	-2	1	3	-2	-2	4
Cc1cc(C(=O)CCC(=O)N2CCN(c3ccccc3F)CC2)c(C)s1	7	-5	1.7	2	-9	-1	3	-6	-1
Cc1ccc(S(=O)(=O)/N=C(/Nc2cccc(C(=O)O)c2)c2ccccc2)cc1	3	0	-2.8	7	4	4	1	1	-2
COCCNC(=O)c1ccc(CS(=O)(=O)c2ccccc2C)o1	7	-4	-0.6	6	-2	4	-4	5	7
CC1(C)COC2(OC1)C(=O)N(CN1CCOCC1)c1ccccc12	8	-1	1.6	4	3	-2	-2	-1	-5
CCCNC(=O)CN1CCC(c2nc3ccccc3[nH]2)CC1	6	8	-1.5	7	4	1	-3	-1	-1
CC1(C)Cc2c(C#N)c(SCC(=O)O)nc(N3CCOCC3)c2CO1	-5	3	1.9	7	6	1	-2	-1	7
Cc1ccn2c(NCc3ccccc3)c(-c3cccs3)nc2c1	12	4	-1.1	-5	1	2	2	3	6
OC(COCc1ccc(Cl)cc1)CN1CCCCC1 (configuration not stated)	-3	-4	-2.7	4	0	3	3	3	8
O=C(c1cc(-c2ccc(Cl)cc2)nc2ccccc12)N1CCC1	-7	3	-1.6	6	5	-1	2	1	1
Cc1cc(C)n(CCCNC(=O)C(C)(C)Oc2ccc(Cl)cc2)n1	8	2	x	2	0	x	x	0	x
COc1ccc(C(=O)N/C(=C\c2ccco2)C(=O)OCc2ccco2)cc1	4	1	0.7	-1	-1	2	6	0	1
CCc1ccccc1NC(=O)CCN1C(=O)C2CC=CCC2C1=O (configuration not stated)	-3	2	0.0	4	8	0	1	2	4
Cc1ccc(C)n1-c1ccc(C(=O)NN)cc1	2	2	-1.4	7	3	-1	-1	-4	2
CCCCn1c(Cn2nc(C(=O)O)c3ccccc3c2=O)nc2cc(S(N)(=O)=O)ccc21	-2	0	-3.5	3	1	3	1	-3	-4
COc1ccc(N(CC(=O)Nc2cccc(SC)c2)S(C)(=O)=O)cc1	4	-2	0.6	3	3	0	3	-2	0
Cc1cc(C)cc(-n2c(C)cc(/C=N/NC(=O)c3ccncc3)c2C)c1	4	2	-0.9	-2	-1	-3	-1	-2	6
O=C(O)Cc1ccc(NC(=O)c2cnccn2)cc1	8	-2	-5.0	2	2	-1	-2	5	-4
Cc1ccc(C(=O)Nc2ccc(CC(=O)O)cc2)o1	-1	-7	-0.7	2	2	1	2	-2	0
CCOC(=O)N1CCN(CC(O)COCC2=CCC3CC2C3(C)C)CC1 (configuration not stated)	5	-2	-1.0	7	-4	-2	3	2	-2
CC(=O)NCCc1ccc(S(=O)(=O)Nc2ccc3c(c2)OCCO3)cc1	4	3	4.3	9	8	-2	-2	5	-1
Cc1cc(NC(=O)CCC(=O)N(c2ccccc2)C(C(=O)NC2CCCC2)c2ccccc2C)no1 (configuration not stated)	-2	-4	0.4	2	-9	-3	1	-5	2
O=S(=O)(CCc1ccncc1)C1Cc2cccc3cccc1c23 (configuration not stated)	8	0	-2.9	9	6	1	-3	-4	-6
C/C(=N\N1CCN(C)CC1)c1ccc(OC(F)F)cc1	-3	-1	-0.4	-5	-11	-5	0	-5	0
O=C(CS(=O)(=O)c1cn(Cc2cccc(F)c2)c2ccccc12)N1CCCCC1	3	-4	0.6	4	3	-3	0	-2	-6
CCC(=O)Nc1ccc(S(=O)(=O)N2CCc3ccccc3C2)cc1	2	1	-12	-2	3	-3	-3	0	1
FC(F)(F)c1nc2ccccc2n2c(-c3ccc(Cl)cc3Cl)nnc12	-2	1	1.6	3	7	0	-1	2	2
More compounds.
SMILES	GLD-1 RNA inh	PME-1 inh	MEX-5 binding	Bcl-xL primary	MCL1-BIM inh	Fam108B inh	TPT1 inhibitor	PAD4 FP inh	GSTO1 counter
COc1ccc(/C=N/Nc2ccc([N+](=O)[O-])cc2S(=O)(=O)N2CCN(C)CC2)cc1	7	0	3.8	2	-11	-6	71*	2	4
COC(CNC(=O)CCc1c(C)nc2c(-c3ccc(F)cc3)c(C)nn2c1C)OC	2	2	0.5	4	6	-5	1	2	-7
CCCCSCCCNC(=O)Nc1ccc(C)c(C)c1	-1	3	-1.5	6	2	-3	1	-3	-3
COc1ccc(C(=O)NNC(=O)c2ccncc2)cc1[N+](=O)[O-]	1	-4	-2.1	-1	-6	1	-1	-1	-4
